Screening results: PubChem, several laboratories
HCV NS3 hel inh: blocks Hepatitis C virus NS3 helicase unwinding; NS3 helicase DNA unwinding, Cy5 molecular beacon fluorescence; 290,000 tested, 0.56% active; AID 1800; inhibition, % at 10.9 µM;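 active = inhibition above the mean of all tested compounds plus 3 SD, set per campaign, cut at about 35% in these data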;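 note: 0% = DMSO wells and 100% = thioflavine S control wells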
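System: HCV NS3 helicase fragment; control set: DMSO and thioflavine S; technique: Cy5 fluorescence at 0 and 60 min, beacon hairpin quenching; reagent: beacon DNA duplex substrate plus ATP; replicates: singlicate; schedule: 1 h reaction at 25 °C, ATP-initiated; medium: MOPS buffer pH 6.5 with MgCl2, DTT, Tween20, BSA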
VIM-2 inh: inhibitors of Pseudomonas aeruginosa VIM-2 metallo-beta-lactamase. purified VIM-2, nitrocefin hydrolysis, epi-absorbance fluorescence. inhibition, % at 5.6 µM. 290,000 tested, 0.89% active;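 active = inhibition above the mean of all tested compounds plus 3 SD, cutoff set per screening run, cut at about 7.5% in these data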;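 note: red hydrolysis product quenches plate fluorescence so inhibitors raise well fluorescence; 0% = enzyme with DMSO and 100% = DMSO without enzyme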
OXTR agonist: agonists of human oxytocin receptor; P30559; CHO-OTR cells, Fluo-8 calcium fluorescence; normalized: DMSO 0%, oxytocin 100%; activation, % at 3 µM; 320,000 tested, 0.32% active; AID 2435;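 active = activation above the mean of all tested compounds plus 3 SD, cutoff set per screening run, cut at about 20% in these data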;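 note: peak over basal fluorescence ratio from a 100 s FLIPR kinetic read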
GalR3 antagonist: blocks the human galanin receptor 3 | O60755 | HEK293 GalR3-CNG cAMP membrane potential fluorescence; galR3 body fused to GalR1 C-terminus | inhibition, % at 3 µM | 360,000 tested, 0.44% active | AID 651719;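 active = inhibition above the screen-wide average plus 3 SD, cut at about 13% in these data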;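 note: forskolin and galanin both at EC90 stimulate the cells; cAMP rise reported by CNG channel membrane potential dye signal; 0% = forskolin plus galanin with DMSO and 100% = forskolin alone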
FID counter: fluorescent intercalator displacement, NS3 helicase counter-screen. inhibition, % at 7.9 µM. AID 1845. DNA fluorescent intercalator displacement, fluorescence. 290,000 tested, 0.17% active; in the data active = inhibition above about 37%;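 note: 0% = vehicle and 100% = reference compound; higher means more ethidium bromide displaced from hairpin DNA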
PHOSPHO1 inh: inhibitors of human PHOSPHO1 phosphatase. 290,000 tested, 1.1% active. inhibition, % at 13.3 µM. Q8TCT1. recombinant PHOSPHO1, absorbance phosphatase assay; in the data active = inhibition above about 60%
IMP-1 inh: inhibitors of Pseudomonas aeruginosa IMP-1 metallo-beta-lactamase; purified IMP-1, nitrocefin hydrolysis, epi-absorbance fluorescence; inhibition, % at 5.6 µM; 290,000 tested, 0.45% active;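 active = inhibition above the mean plus 3 SD of all compounds in the same screening run, cut at about 4.5% in these data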;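 note: 0% = IMP-1 with DMSO and 100% = DMSO wells lacking enzyme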
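System: purified IMP-1 / Input: IMP-1 dispensed at 0.2 nM / Medium: 50 mM HEPES pH 7.1, 50 µM ZnSO4, 0.05% Brij 35 / Timing: 15 min enzyme–compound preincubation, then 25 min nitrocefin reaction, 25 °C / Technique: plate fluorescence quenching by hydrolysis product, ex 480/em 530 nm / Repeats: singlicate testing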
V1aR counter: activates human V1a receptor in oxytocin agonist counter-screen | P37288 | CHO-V1R cells, Fluo-8 calcium fluorescence, agonist mode; 0% DMSO, 100% 3 nM vasopressin | activation, % at 3 µM | 320,000 tested, 0.25% active | AID 2797;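 active = activation above the mean activation of all tested compounds plus 3 SD, per screening run, cut at about 20% in these data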;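 note: signal is peak over basal fluorescence ratio across a 100 second FLIPR read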
Target sequence (P37288 whole entry, looked up): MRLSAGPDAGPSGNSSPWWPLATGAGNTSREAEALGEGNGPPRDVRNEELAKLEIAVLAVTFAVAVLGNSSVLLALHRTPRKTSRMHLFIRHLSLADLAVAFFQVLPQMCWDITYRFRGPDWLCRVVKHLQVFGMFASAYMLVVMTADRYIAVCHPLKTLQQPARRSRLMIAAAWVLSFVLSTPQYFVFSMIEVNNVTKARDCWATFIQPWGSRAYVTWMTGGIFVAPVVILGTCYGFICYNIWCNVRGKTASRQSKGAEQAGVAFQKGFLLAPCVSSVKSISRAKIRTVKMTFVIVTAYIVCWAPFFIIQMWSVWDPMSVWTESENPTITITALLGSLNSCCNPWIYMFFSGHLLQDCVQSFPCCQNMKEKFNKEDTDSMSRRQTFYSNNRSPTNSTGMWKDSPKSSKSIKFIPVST
GPR7 antagonist: human neuropeptides B/W receptor 1 antagonism; P48145; GPR7-expressing cells, fluorescence antagonist assay; inhibition, % at 4.4 µM; 290,000 tested, 1.1% active; AID 1861; in the data active = inhibition above about 16%, passing the limit was not always enough;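 note: cells stimulated with the agonist NPW; 0% = agonist with vehicle and 100% = vehicle without agonist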
Target sequence (P48145 whole entry, looked up): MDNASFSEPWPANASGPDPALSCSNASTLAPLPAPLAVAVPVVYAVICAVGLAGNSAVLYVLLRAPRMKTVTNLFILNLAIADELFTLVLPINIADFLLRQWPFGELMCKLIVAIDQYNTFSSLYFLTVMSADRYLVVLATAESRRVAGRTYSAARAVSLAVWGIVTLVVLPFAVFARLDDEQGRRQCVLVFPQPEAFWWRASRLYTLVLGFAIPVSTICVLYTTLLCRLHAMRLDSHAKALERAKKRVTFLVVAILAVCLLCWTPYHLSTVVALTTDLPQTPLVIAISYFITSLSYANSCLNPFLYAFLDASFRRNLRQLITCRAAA
* marks the source's active call; other numbers are inactive results; · = no result given. Rows are unselected, and some 4.3% of all compounds hit somewhere here.

The line under a structure holds: HCV NS3 hel inh | VIM-2 inh | OXTR agonist | GalR3 antagonist | FID counter | PHOSPHO1 inh | IMP-1 inh | V1aR counter | GPR7 antagonist
- CSCC[C@H](NC(=O)[C@H](Cc1ccccc1)n1c(=O)[nH]c2ccccc2c1=O)C(=O)NCC1CCC(C(=O)O)CC1 (stereo partly specified)
    12 | 0.8 | -0.1 | -7 | -36 | 8 | -1.5 | 1.4 | 6
- COc1cccc(CNC(=S)Nc2cc(OC)ccc2OC)c1
    -1 | -1.4 | -0.5 | 5 | -9 | -13 | -1.8 | 0.4 | -2
- O=C(N/N=C\c1cccc(OC(=O)c2ccco2)c1)c1ccc2c(c1)OCO2
    32 | -1.8 | 0.2 | -1 | -11 | -4 | -3.8 | 1.6 | 9
- CC1C2(C)OCC(C#N)(C(=N)O2)C1(C#N)C#N (stereo unspecified)
    -2 | -1.7 | 0.8 | · | -2 | 15 | -3.7 | 0.5 | -8
- Cc1cc(/C=C2/SC(=O)N(CC(=O)OC(C)C)C2=O)c(C)n1C
    -1 | 0.4 | -1.6 | -7 | -3 | 20 | 1.1 | -0.6 | -3
- Oc1ccc(-c2csc(Nc3ncccn3)n2)cc1
    -4 | 0.7 | 0.3 | -1 | -6 | 40 | -2.1 | -0.2 | -2
- O=C(N/N=C\c1cc([N+](=O)[O-])ccc1N1CCOCC1)c1ccccn1
    0 | -4.3 | -0.3 | 10 | 0 | 47 | -2.0 | 0.8 | -4
- COCCNC(=O)C(Cc1c[nH]c2ccccc12)NC(=O)OCc1ccccc1 (stereo unspecified)
    2 | -0.6 | 0.9 | -11 | -17 | 40 | -0.6 | 1.8 | -7
- COc1ccc(/C(N)=N/OC(=O)CCC2CCCC2)cc1
    -6 | -2.5 | 0.1 | 1 | -17 | -2 | -2.4 | -1.0 | -18
- Cc1cccc(S(=O)(=O)NCCc2cn3ccccc3n2)c1
    -2 | -0.9 | 0.7 | -1 | 0 | -10 | -1.8 | 0.4 | -7
- CCCN(CCC)Cc1c(C(=O)N/N=C/C(C)=C\c2ccccc2)nnn1-c1nonc1N
    -25 | -0.2 | -1.3 | -10 | -14 | 43 | 0.5 | 0.6 | -35
- CSCC[C@H](NC(=O)C1CCN(S(=O)(=O)c2ccc(C)cc2)CC1)C(=O)NCC1CCCO1 (stereo partly specified)
    -4 | -3.4 | -1.1 | -3 | -23 | 15 | 0.5 | 0.4 | -5
- CCCCN(CC)CCNC(=O)c1cc2c(C)nc3ccccc3c2o1
    16 | 14* | 0.0 | · | 20 | 10 | -1.6 | 1.6 | -1
- COc1ccc(Cl)cc1S(=O)(=O)N1CCN(C(=O)c2cc(OC)c(OC)c(OC)c2)CC1
    2 | -2.7 | · | 3 | -23 | 45 | -2.3 | · | -10
- O=C(c1ccccc1)c1ccc(OCCCCN2CCCCC2)cc1
    -1 | 0.5 | 1.0 | -4 | 9 | 6 | -0.1 | 2.3 | 6
- CCCCCOP(=O)(OCCCCC)C1(NS(=O)(=O)c2ccccc2)C=CC(=O)c2ccccc21 (stereo unspecified)
    1 | -0.5 | -1.5 | -6 | -26 | 23 | -0.2 | -0.4 | -1
- Cc1cccc(C(=O)OCC(=O)NC(=O)Cc2ccccc2)c1O
    -4 | -1.6 | 1.7 | -6 | -12 | 48 | -2.5 | 2.4 | -8
- CN(CCOc1ccccc1)C(=O)C1CCN(C(=O)c2ccc(F)cc2)CC1
    -3 | 0.7 | 0.1 | -2 | -36 | 38 | -4.4 | 1.3 | 1
- O=C(CSc1nnnn1-c1ccccc1)Nc1ccc(Cl)cc1
    5 | -4.1 | 1.4 | -4 | -3 | -22 | -3.2 | -0.8 | 1
- CCOC(=O)N1CCN(S(=O)(=O)c2c(C)cc(C)cc2C)CC1
    1 | -4.2 | 0.1 | -3 | -27 | 18 | -1.6 | -0.5 | 3
- Cc1ccc(CNC(=O)c2ccccc2NC(=O)CSc2nnnn2C)cc1
    -9 | -2.1 | -0.3 | -2 | -3 | 14 | -3.4 | 0.4 | 21
- O=C(CN(Cc1ccc(F)cc1)S(=O)(=O)c1ccccc1)N1CCCCC1
    4 | -0.4 | -2.6 | 0 | -18 | -10 | -0.1 | 0.4 | -12
- O=C(NCCc1ccccc1)C1CCCN(S(=O)(=O)c2cccc3nsnc23)C1 (stereo unspecified)
    -2 | -2.5 | -0.3 | 2 | -8 | 2 | -3.3 | 0.2 | -17
- CCn1cc(C(=O)Nc2sc(C)c(C)c2C(=O)OC)cn1
    6 | 1.1 | -2.2 | 8 | -9 | 12 | -5.5 | -0.4 | -2
- Cc1cccc(-c2nsc(SCC(=O)NCC3CCCO3)n2)c1 (stereo unspecified)
    -4 | 0.9 | 0.8 | -1 | -18 | 11 | -2.2 | 1.3 | -11
- COc1nc(NCc2ccco2)nc(NC2CCCCC2)n1
    -4 | -0.6 | -1.9 | -4 | -18 | -1 | -4.8 | 0.7 | -4
- COc1cc(NC(=O)c2ccccc2)c(OC)cc1NC(=O)Cc1ccccc1
    -2 | -2.1 | -1.4 | -2 | -31 | · | -3.1 | 0.8 | -17
- O=C(CNC(=O)c1ccccc1)Oc1ccc([N+](=O)[O-])cc1
    0 | -1.4 | 2.4 | -9 | 1 | 35 | -3.6 | 2.4 | -20

Among those listed so far, 9 have four or more nitrogen atoms:
The line under a structure holds: HCV NS3 hel inh | VIM-2 inh | OXTR agonist | GalR3 antagonist | FID counter | PHOSPHO1 inh | IMP-1 inh | V1aR counter | GPR7 antagonist
- CSCC[C@H](NC(=O)[C@H](Cc1ccccc1)n1c(=O)[nH]c2ccccc2c1=O)C(=O)NCC1CCC(C(=O)O)CC1 (stereo partly specified)
    12 | 0.8 | -0.1 | -7 | -36 | 8 | -1.5 | 1.4 | 6
- CC1C2(C)OCC(C#N)(C(=N)O2)C1(C#N)C#N (stereo unspecified)
    -2 | -1.7 | 0.8 | · | -2 | 15 | -3.7 | 0.5 | -8
- Oc1ccc(-c2csc(Nc3ncccn3)n2)cc1
    -4 | 0.7 | 0.3 | -1 | -6 | 40 | -2.1 | -0.2 | -2
- O=C(N/N=C\c1cc([N+](=O)[O-])ccc1N1CCOCC1)c1ccccn1
    0 | -4.3 | -0.3 | 10 | 0 | 47 | -2.0 | 0.8 | -4
- CCCN(CCC)Cc1c(C(=O)N/N=C/C(C)=C\c2ccccc2)nnn1-c1nonc1N
    -25 | -0.2 | -1.3 | -10 | -14 | 43 | 0.5 | 0.6 | -35
- O=C(CSc1nnnn1-c1ccccc1)Nc1ccc(Cl)cc1
    5 | -4.1 | 1.4 | -4 | -3 | -22 | -3.2 | -0.8 | 1
- Cc1ccc(CNC(=O)c2ccccc2NC(=O)CSc2nnnn2C)cc1
    -9 | -2.1 | -0.3 | -2 | -3 | 14 | -3.4 | 0.4 | 21
- O=C(NCCc1ccccc1)C1CCCN(S(=O)(=O)c2cccc3nsnc23)C1 (stereo unspecified)
    -2 | -2.5 | -0.3 | 2 | -8 | 2 | -3.3 | 0.2 | -17
- COc1nc(NCc2ccco2)nc(NC2CCCCC2)n1
    -4 | -0.6 | -1.9 | -4 | -18 | -1 | -4.8 | 0.7 | -4

Quoted from the listing.
In GalR3 antagonist, COc1ccc(/C(N)=N/OC(=O)CCC2CCCC2)cc1 has the entry 1
In V1aR counter, Cc1cc(/C=C2/SC(=O)N(CC(=O)OC(C)C)C2=O)c(C)n1C has the entry -0.6
